Bioassay records from PubChem BioAssay.
14-3-3g Raf – modulators of 14-3-3 gamma protein binding, primary screen, biochemical, fluorescence polarization | 14-3-3 protein gamma (Homo sapiens), P61981 | FP, 14-3-3gamma / TMR-pS259-Raf peptide binding | inhibition, % at 40 µM | 160,000 tested, 0.19% active; in the data active means inhibition above about 30%;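 further: 0% = protein plus tracer without compound and 100% = blank with tracer alone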
Target sequence (P61981 whole entry, looked up): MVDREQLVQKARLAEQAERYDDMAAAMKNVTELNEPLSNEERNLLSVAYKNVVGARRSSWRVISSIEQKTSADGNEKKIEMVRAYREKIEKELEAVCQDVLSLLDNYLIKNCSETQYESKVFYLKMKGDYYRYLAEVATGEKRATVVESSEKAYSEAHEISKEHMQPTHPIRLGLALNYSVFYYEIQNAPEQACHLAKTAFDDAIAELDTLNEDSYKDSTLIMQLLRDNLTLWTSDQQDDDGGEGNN
* marks the source's active call; other numbers are inactive results; & = joins results of further samples. These rows are one share of the data, so the mix of outcomes need not match the whole.

SMILES	14-3-3g Raf
COc1ccc(CNc2oc(Cc3cccc4ccccc34)nc2C#N)cc1	-6
CCCCNC(=O)C1CCN(c2nc3cc(Cl)ccc3s2)CC1	-11
COCc1cc(=O)[nH]c(Nc2nc(C)c3cc(OC)ccc3n2)n1	1
O=c1c2cc3ccccc3cc2[nH]c(=S)n1Cc1cccnc1	-17
O=C(NCCCN1CCOCC1)c1cnn2c1NC(c1cccs1)CC2C(F)(F)F (centres undefined)	0
COc1ccc(CCNC(=O)c2sc3nc(C)nc(N4CCCCC4)c3c2C)cc1OC	-12
COc1cc2c(cc1NC(=O)CSc1ccccn1)oc1ccccc12	-3
COc1ccc(NC(=O)C(=O)NCCO)cc1	2
CCc1nc(SCC(=O)c2ccc(O)c(O)c2)n[nH]1	25
CCC(C)NC(=O)COc1ccc2c(c1)C(=O)CC1(CCCCC1)O2 (centres undefined)	-3
O=C(N1CCCCC1)N1CCN(c2ccc(Cl)cc2)CC1	2
O=C1CN(C(=O)CCC2CCCC2)C(c2ccc(F)cc2)c2cc(F)ccc2N1 (centres undefined)	-10
Cc1ccc(CN2C(=O)CCC2C(=O)NCCCN2CC(C)CC(C)C2)cc1 (centres undefined)	-1
COc1ccc2c(c1)Cc1sc(NC(C)=O)nc1-2	8
CC(C)CC(C(=O)Nc1ccccc1C(F)(F)F)N1C(=O)c2ccccc2C1=O (centres undefined)	-18

As entered above.
14-3-3g Raf result of `O=c1c2cc3ccccc3cc2[nH]c(=S)n1Cc1cccnc1` : -17
14-3-3g Raf result of `CCc1nc(SCC(=O)c2ccc(O)c(O)c2)n[nH]1` : 25

Further structures:
SMILES	14-3-3g Raf
CCOC(=O)c1ccc(CN(Cc2ccc(Br)cc2)S(=O)(=O)c2cccc([N+](=O)[O-])c2)cc1	-2
CCC(C)(C)n1nnnc1C(c1ccc2ncccc2c1)N1CCN2CCCC2C1 (centres undefined)	5
O=S1(=O)c2ccccc2S(=O)(=O)N1Cc1cccc(Cl)c1	9
CCOc1ccc(-c2nn(-c3ccccc3)cc2C2NC(=O)NC(C)=C2C(=O)OC)cc1C (centres undefined)	-9
Cc1nc(C)c(C(=O)C2=C(O)C(=O)N(CCN3CCOCC3)C2c2cccnc2)s1 (centres undefined)	3
COc1cc(CN(C)CCc2ccccn2)cc(OC)c1OC	-4
O=C(NCc1cccc(Cl)c1)c1cccn2c(=O)c3ccc(Cl)cc3nc12	-36
O=C(Cc1ccc(F)cc1)N1CCN=C1SCc1ccc(C(F)(F)F)cc1	-15
COc1ccc(OC)c(-c2oc3ccccc3c(=O)c2O)c1	-6
Cc1ccc(S(=O)(=O)NCc2c(-c3ccccc3)c3cc(Br)ccc3[nH]c2=O)cc1	2
CCOC(=O)c1ccc(NC(=O)c2cc(S(=O)(=O)N3CCCCC3)ccc2Cl)cc1	6
COc1cc(C(O)CO)ccc1OS(=O)(=O)O (centres undefined)	5
O=C(O)CSCC(=O)Nc1cccc2ccccc12	5
O=S(=O)(c1ccccc1)N(C1=NCCS1)S(=O)(=O)c1ccccc1	-5
Cc1cc(C(F)(F)F)c2c(N)c(C(=O)Nc3cc(C)on3)sc2n1	-7
O=C(CCCn1c(=O)[nH]c2cc(Cl)ccc2c1=O)NCCCN1CCCC1=O	-5&10
Cc1cc(C)cc(Oc2coc3c(CN(C)C)c(O)ccc3c2=O)c1	0
Cc1oc(C(=O)O)cc1COc1ccc2c(C)cc(=O)oc2c1	4&0
CC1=C(C(=O)Nc2ccc(C)cc2)C(c2ccc(O)cc2)NC(=S)N1 (centres undefined)	-1
CCOC(=O)c1cc(C(C)C)sc1NC(=O)C1CC=CCC1C(=O)O (centres undefined)	-4
Cc1ccc(-c2cc3ncc(-c4ccccc4)c(N)n3n2)cc1	-26
Cc1ccc(C2NC(=S)NC(O)(C(F)(F)F)C2C(=O)c2ccccc2)o1 (centres undefined)	-10
Cc1nn(C)c2[nH]c(C(F)(F)F)cc(=O)c12	-3
Cc1nc2c(-c3ccccc3)c(C)[nH]n2c(=O)c1Cl	-7
CCN(CCNS(=O)(=O)c1ccc2c(c1)c(=O)n(C)c(=O)n2C)c1ccccc1	-9
CCOC(=O)c1csc(NC(=O)C2CCCCC2)n1	3
O=C(Nc1cccc(-c2nc3ccccc3s2)c1)c1cccs1	-14
O=C(Nc1ccc(Oc2ccc(Cl)cc2)c(C(F)(F)F)c1)c1cccnc1	-12
O=C(c1nn2c(C(F)(F)F)cc(-c3ccc(F)cc3)nc2c1Cl)N1CCOCC1	2&2
CSc1ccc(CN2CCC(N3CC(C)OC(C)C3)CC2)cc1 (centres undefined)	-5
COc1ccc(N2CCN(CC(=O)Nc3nc(-c4ccccc4)cs3)CC2)cc1	3
C[n+]1cccc2ccc(O)cc21	2
CCOC(=O)C1=C(C)NC(=O)NC1c1cc(Br)c(O)c(OC)c1 (centres undefined)	-7&-7&-6
CCCCCOC(=O)C1=C(C)NC2=C(C(=O)CC(C)(C)C2)C1c1ccc([N+](=O)[O-])cc1 (centres undefined)	-2
O=C(C1CCCN(S(=O)(=O)c2ccccc2)C1)N1CCCC1 (centres undefined)	-4
Cc1ccc(S(=O)(=O)c2nc(-c3ccccc3)oc2NCc2cccnc2)cc1	1
COCCN1C(=O)c2ccccc2C(C(=O)Nc2cccc(SC)c2)C1c1c[nH]c2ccccc12 (centres undefined)	8
CC1=CCC2C(=O)N(c3ccc(OCC(=O)c4ccc(F)cc4)cc3)C(=O)C2C1 (centres undefined)	-5
CCOC(=O)C1CCCN(c2cc(NCCC(=O)O)c3c4c(onc24)-c2ccccc2C3=O)C1 (centres undefined)	-56
COc1cc(NS(=O)(=O)c2ccc(NC(=O)c3ccc(C(C)=O)cc3)cc2)nc(OC)n1	-11
CCc1c(C)c(C#N)c2nc3ccccc3n2c1N1CCN(c2ccccc2)CC1	-7
CCCCc1cc(=O)oc2c(CN(C)C)c(O)ccc12	-1
O=C(CSc1nc2c(c(=O)n1-c1ccc(Cl)cc1)SCC2)N1CCN(c2ccccc2)CC1	-17
C/C=C/c1ccc(Oc2nnnn2-c2ccc(C(=O)O)cc2)c(OC)c1	2
CCn1c(NC)nc2c1c(=O)n(C)c(=O)n2C	-5
O=C(CN1CCC(C(=O)c2ccc(Cl)cc2)CC1)Nc1ccc2c(c1)OCCO2	-9
CCOc1ccc2cc(C(=O)Nc3ccc(C)cc3)c(=O)oc2c1	-5
O=C(O)C#CCN1C(=O)c2ccccc2C1=O	2
Cc1ccc(COc2ccc3c4c(c(=O)oc3c2)CCC4)cc1	-3
CCOc1cc(C2C(C(=O)OC)=C(C)NC3=C2C(=O)CC(c2ccc(OC)cc2)C3)cc(Br)c1O (centres undefined)	1
CN(CP(=O)(O)C(O)c1ccccc1)S(C)(=O)=O (centres undefined)	2&-6
CC1CN(C(=O)c2cc(S(=O)(=O)N3CCCC3)c(Cl)cc2Cl)CC(C)O1 (centres undefined)	7
O=C(CSc1nc(N2CCCCC2)nc(N2CCCCC2)n1)N1CCN(c2ccccc2)CC1	-10
O=c1c2ccccc2n2nnnc2n1-c1ccccc1	-4&2
O=C(NCc1ccc(F)cc1)N[C@@H](Cc1ccccc1)C(=O)O	-6
Cc1ccc(-c2nc3ccc(NCc4cccs4)cc3o2)cc1	-5
CCN(CC)S(=O)(=O)c1ccc(NC(=O)C2CCCCC2C(=O)O)cc1 (centres undefined)	5
O=C(CS(=O)(=O)c1cn(Cc2ccc(F)cc2)c2ccccc12)Nc1nccs1	-12
CCOC(=O)N1CCN(C(=O)c2cn(CC(C)C)c(=O)c3c2c2ccccc2n3C)CC1	6
Cc1ccc(CNC(=O)CSc2nc3nc(C)c(Cc4cc(C)ccc4C)c(C)n3n2)cc1	-18

(more compounds)
SMILES	14-3-3g Raf
O=c1c2c3c(sc2nc2ccc(NCc4ccco4)nn12)CCCC3	-62
COc1cccc2cc(C(=O)C3=C(O)C(=O)N(CCN4CCOCC4)C3c3cccs3)oc12 (centres undefined)	-4
Cc1cc2c(=O)n(CC(=O)Nc3cccc(C(F)(F)F)c3)cnc2s1	-3
O=C(NCCC12CC3CC(CC(C3)C1)C2)c1ccc(S(=O)(=O)c2ccccc2)cc1	-6
COc1cc(OC)c(C2C(C(=O)O)c3ccccc3C(=O)N2C)cc1OC (centres undefined)	-3&-5
CCOC(=O)N1CCN(S(=O)(=O)c2ccc(C)cc2)C1c1ccc(OC)cc1 (centres undefined)	-1
COc1ccc(N2CCC(CNC(=O)Nc3ccc(C)c(C)c3)C2)cc1 (centres undefined)	-27&-83
O=C1C=C(Nc2ccc(Cl)cc2)C(=O)N1c1cccc(C(F)(F)F)c1	-9
O=C(Nc1nccs1)c1ccc2c(c1)C(=O)N(CC1CCCO1)C2=O (centres undefined)	-7
COc1cc(CNc2nccs2)cc(Br)c1OCc1ccc(F)cc1	-3
Cc1ccccc1N(C(=O)CCC(=O)Nc1ccccn1)C(C(=O)NC(C)C)c1ccc(O)cc1 (centres undefined)	-6
c1ccc(-n2nnnc2SCc2cccc3nsnc23)cc1	0
COc1ccc(OC)c(Nc2nc(-c3ccccc3O)nc3ccccc23)c1	-2
CCOc1ccc(-n2c(=O)[nH]cc(C(=O)N3CCCc4ccccc43)c2=O)cc1	-9
CCCCC(=O)Nc1ccc(NC(=O)c2cc(OC)c(OC)c(OC)c2)cn1	-2

17 entries from above, comma-delimited:
structure,14-3-3g Raf
CCN(CC)S(=O)(=O)c1ccc(NC(=O)C2CCCCC2C(=O)O)cc1 (centres undefined),5
O=C(CS(=O)(=O)c1cn(Cc2ccc(F)cc2)c2ccccc12)Nc1nccs1,-12
CCOC(=O)N1CCN(C(=O)c2cn(CC(C)C)c(=O)c3c2c2ccccc2n3C)CC1,6
Cc1ccc(CNC(=O)CSc2nc3nc(C)c(Cc4cc(C)ccc4C)c(C)n3n2)cc1,-18
O=c1c2c3c(sc2nc2ccc(NCc4ccco4)nn12)CCCC3,-62
COc1cccc2cc(C(=O)C3=C(O)C(=O)N(CCN4CCOCC4)C3c3cccs3)oc12 (centres undefined),-4
Cc1cc2c(=O)n(CC(=O)Nc3cccc(C(F)(F)F)c3)cnc2s1,-3
O=C(NCCC12CC3CC(CC(C3)C1)C2)c1ccc(S(=O)(=O)c2ccccc2)cc1,-6
COc1cc(OC)c(C2C(C(=O)O)c3ccccc3C(=O)N2C)cc1OC (centres undefined),-3&-5
CCOC(=O)N1CCN(S(=O)(=O)c2ccc(C)cc2)C1c1ccc(OC)cc1 (centres undefined),-1
COc1ccc(N2CCC(CNC(=O)Nc3ccc(C)c(C)c3)C2)cc1 (centres undefined),-27&-83
O=C1C=C(Nc2ccc(Cl)cc2)C(=O)N1c1cccc(C(F)(F)F)c1,-9
O=C(Nc1nccs1)c1ccc2c(c1)C(=O)N(CC1CCCO1)C2=O (centres undefined),-7
COc1cc(CNc2nccs2)cc(Br)c1OCc1ccc(F)cc1,-3
Cc1ccccc1N(C(=O)CCC(=O)Nc1ccccn1)C(C(=O)NC(C)C)c1ccc(O)cc1 (centres undefined),-6
c1ccc(-n2nnnc2SCc2cccc3nsnc23)cc1,0
COc1ccc(OC)c(Nc2nc(-c3ccccc3O)nc3ccccc23)c1,-2

The listing continues:
SMILES	14-3-3g Raf
COc1ccccc1-n1c(=O)[nH]c2c(C(N)=O)nc(C3CCCCC3)nc21	2
COC(=O)c1ccc(C2C3=C(CC(c4cccs4)CC3=O)Nc3ccccc3N2C(=O)c2ccccc2)cc1 (centres undefined)	3
O=S1(=O)C=C(Sc2cccc3cccnc23)c2ccccc21	-4
O=C(OCc1ccccc1)c1ccc(N2C(=O)C3C4C=CC(C4)C3C2=O)cc1 (centres undefined)	-33
CN1CCN(c2nc(NCCOC34CC5CC(CC(C5)C3)C4)nc(OCC(F)(F)F)n2)CC1	-7
COc1ccc(Cn2c(C3CC3)nc3ccc(NC(=O)C4CC4)cc3c2=O)cc1	-5
Cc1ccc(S(=O)(=O)N2CCN(S(=O)(=O)c3ccc(C)cc3)C2c2ccc(N(C)C)cc2)cc1	1
CCn1c(SCC(=O)N2CCC(C(N)=O)(N3CCCCC3)CC2)nnc1-c1ccccc1	1
O=C1CC(Nc2ccc(N3CCOCC3)cc2)C(=O)N1C1CCCCC1 (centres undefined)	-1
C=C(C)CN1c2ccccc2Sc2ccccc21	-6
COC(=O)C1=C(C)NC(=O)CC1c1cc(Br)ccc1OC (centres undefined)	-5
Nc1ccc2nc(SCC(=O)NCCOc3ccccc3)sc2c1	-3
Cc1ccc2[nH]c(-c3cccc(N)c3)cc2c1	-10
CCN1CCN(C(=O)C2CCC(=O)N2C(C)C)CC1 (centres undefined)	-1
Cc1c(C(=O)NCc2cccnc2)sc2ncn(CC(=O)N3CCCCC3C)c(=O)c12 (centres undefined)	5
Cc1nn(-c2ccccc2)c2sc(C(=O)N(C)c3ccccc3)cc12	1
Cc1ccc(CN2CCN(CC(=O)N3CCc4ccccc4C3)C2=O)cc1	-3
O=c1c2sccc2[nH]c(=S)n1CCCN1CCCCC1	-2
CN1C(=O)c2ccccc2C(C(=O)Nc2ccccn2)C1c1cn(C)c2ccccc12 (centres undefined)	-1
COc1ccc(N2C(=O)CC(N3CCC(C)CC3)C2=O)cc1 (centres undefined)	0
Cc1ccc(C(=O)N2CCOCC2)cc1S(=O)(=O)Nc1cccc(C)c1C	-3
Cc1ccc(-n2c(NCCO)nc3c(c2=O)C2(CCCC2)Cc2ccccc2-3)cc1	-6
C(=N\n1cnnc1)/c1ccc2c(c1)OCO2	-6
O=C(CSc1nnc2scc(-c3ccc(Cl)cc3)n12)Nc1cccc(C(F)(F)F)c1	2
CC(=O)N1CCc2cc(S(=O)(=O)NCCC(=O)Nc3ccc(Cl)cc3)ccc21	-7
Fc1ccccc1C1C2=C(Nc3ncnn31)c1cc(Cl)ccc1OC2c1ccc(Cl)cc1 (centres undefined)	3
CCCCC(=O)Nc1cccc(NC(=O)c2ccc3c(c2)OCO3)c1	-6
Cc1cc(C)n2nc(SCC(=O)NC3CCCCC3C)nc2n1 (centres undefined)	-14
O=C(CSc1nnc(C2COc3ccccc3O2)o1)N1CCN(c2ccccc2)CC1 (centres undefined)	3
COC(=O)c1ccc(C2NC(=O)c3c(sc(C)c3C)N2)cc1 (centres undefined)	-93
Cc1cc(C)[n+]2c(n1)SC(C)C2 (centres undefined)	-9
O=C(Cc1cccs1)NC1(C(=O)NC2CCCC2)CCCCC1	-4
